# High-throughput results from PubChem.
# D2 agonist – activates the human D2 dopamine receptor | P14416 | HEK293 T-REx D2 cells, calcium flux agonist mode | activation, % at 2 µM | 340,000 tested, 0.53% active;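 active = activation over 3 SD above normal in the single-dose calcium agonist read, cut at about 30% in these data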; note: 0% is about no effect
#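 Agonism is scored from calcium flux in a force-coupled, inducible HEK293 cell line expressing D2, read kinetically for 180 s after compound addition against dopamine controls.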
# RGS4 inhibitor – human RGS4 inhibition | P49798 | Transcreener GDP fluorescence polarization, RGS4-accelerated GTP hydrolysis | Potency, µM (doses to about 114 µM), inactives show at the top dose activity change, negative = inhibition, most hits filed as inhibitors | 390,000 tested, 0.039% active; note: potency is the fitted concentration of half-maximal effect; % is set by controls: 0 for no effect and ±100 for the full control effect; nearly all actives have a fitted effect of over 75% in size; some results filed as inactive show a strong effect at the top dose
#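 MLSMR compounds (23 nl, pin-transferred) preincubated 10 min at room temperature with a 500nM (2x) first reagent, then RGS4 at 900nM (2x) plus Transcreener GDP mix added; fluorescence polarization (620/688 nm) read before and after 90 min at 30 °C.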
# Vif-APOBEC3F blk – blocks the Vif interaction with APOBEC3F; HeLa A3F-eYFP + Vif (tagged APOBEC3F with the HIV-1 protein that degrades it), YFP fluorescence increase; Potency, µM (top dose mostly 46.1 µM), inactives show at the top dose activity, negative = active; 390,000 tested, 0.2% active; AID 602313; note: potency is the fitted concentration of half-maximal effect; % of control where 0% means no effect; nearly all actives have a fitted effect of over 65% in size
#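 HeLa cells stably expressing Vif plus C-terminally eYFP-tagged A3F were seeded, incubated overnight at 37 deg C, dosed with compound, incubated overnight again at 37 deg C. Yellow fluorescence (Ex 488/Em 500-530) reported blocked Vif-mediated A3F-eYFP degradation.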
# ERG-DNA inh – blocks human ERG Ets domain binding to DNA | P11308 | fluorescence polarization, His-ERG Ets domain / labelled DNA | Potency, µM (series often up to 76.9 µM), for inactives: at the highest dose FP activity, negative = inhibition, hits mostly inhibitors | 370,000 tested, 0.028% active; active = well fitted inhibition curve with a large enough effect in the polarisation, with a control signal flat; inconclusive = small, poorly fitted or top-dose-only effect, or effect the other way, or a change in a side signal; inactive = no such curve, though single readings can be large or run the other way; the % refers to the polarisation;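 note: polarization taken with two DNA probes labelled with fluorescein and Texas red; potency is the fitted concentration of half-maximal effect; % of control where 0% means no effect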
#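 His-tagged ERG Ets domain (1 uM in the protein solution; 300mM KCl, 50mM Tris-HCl, 1mM EDTA, 1mM DTT, pH 7.5) received compound, then a probe mix of 5 nM fluorescein-DNA and 100nM Texas-615-DNA. Fluorescence polarization was read for both dyes.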
# LDHA block – LDHA (human) enzyme inhibition; activity change, % (values are at about 110 or 230 µM); purified LDHA, NADH/diaphorase-resazurin fluorescence; hits give low values; P00338; 480,000 tested, 0.15% active; in the data active = activity change below about -30%; inconclusive = mostly about -25% to -30%;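 note: plate controls were DMSO wells for no effect and wells without enzyme for full effect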
#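 LDH5 2 nM; NADH 0.06 mM, pyruvate 0.2 mM; 200 mM Tris pH 7.4, EDTA, Tween-20; 5 min RT. Detection: diaphorase 0.133 mg/mL + resazurin 37 µM, fluorescence ex540/em590 at 0 and 20 min; normalized to enzyme-free and DMSO wells.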
# GRP78 ERSR act – ER stress response induction in glioma. U87-MG GRP78 promoter luciferase reporter, 16 h. Potency, µM, without a hit: at the highest dose activation, hits mostly activators. 420,000 tested, 0.02% active. AID 602332; note: potency is the fitted concentration of half-maximal effect; series mostly up to about 76 µM; % of control where 0% means no effect; nearly all actives have a fitted effect of over 35% in size
#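 Stably transfected U87-MG human glioma cells carrying a GRP78-based luminescent sensor were seeded at 1000 cells/well, pin-dosed with compounds and incubated 16 h. Luciferase reagent was then added, and end-point luminescence was read after 10 min at room temperature.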
# Vif-APOBEC3G blk – inhibitors of Vif-APOBEC3G interaction | 410,000 tested, 0.076% active | HeLa A3G-eYFP + Vif (tagged APOBEC3G with the HIV-1 protein that degrades it), YFP fluorescence, overnight | Potency, µM (top dose mostly 46.1 µM), inactives show at the highest dose activity, negative = active, actives largely listed as inhibitors | Q9HC16;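 note: potency is the fitted concentration of half-maximal effect; % is set by controls: 0 for no effect and ±100 for the full control effect; nearly all actives have a fitted effect of over 60% in size; hits raise eYFP signal because A3G escapes Vif-driven loss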
# Target sequence (Q9HC16 whole entry, looked up): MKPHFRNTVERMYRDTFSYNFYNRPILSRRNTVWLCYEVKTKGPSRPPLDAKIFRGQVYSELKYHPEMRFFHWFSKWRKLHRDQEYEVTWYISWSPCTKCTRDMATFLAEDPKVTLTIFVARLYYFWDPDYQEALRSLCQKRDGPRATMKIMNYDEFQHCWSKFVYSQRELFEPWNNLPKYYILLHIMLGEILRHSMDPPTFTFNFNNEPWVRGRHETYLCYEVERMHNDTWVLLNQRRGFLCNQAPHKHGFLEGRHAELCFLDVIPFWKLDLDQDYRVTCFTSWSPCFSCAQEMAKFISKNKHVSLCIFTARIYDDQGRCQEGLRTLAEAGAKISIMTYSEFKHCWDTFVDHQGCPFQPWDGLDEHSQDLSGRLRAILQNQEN
#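 HeLa cells stably expressing Vif and C-terminally eYFP-tagged A3G, seeded overnight at 37 deg C, then exposed to compound by pintool overnight at 37 deg C. Rise in yellow fluorescence (Ex 488/Em 500-530, Acumen) marks blocked Vif-driven A3G degradation.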
# 12-LOX inh – blocks human arachidonate 12S-lipoxygenase | P18054 | purified 12hLO, xylenol orange hydroperoxide absorbance | Potency, µM (series often up to 108 µM), inactives show at the highest dose activity change, negative = inhibition, usual class: inhibitors | 580,000 tested, 1.1% active; note: potency is the fitted concentration of half-maximal effect; % is set by controls: 0 for no effect and ±100 for the full control effect
# Target sequence (P18054 whole entry, looked up): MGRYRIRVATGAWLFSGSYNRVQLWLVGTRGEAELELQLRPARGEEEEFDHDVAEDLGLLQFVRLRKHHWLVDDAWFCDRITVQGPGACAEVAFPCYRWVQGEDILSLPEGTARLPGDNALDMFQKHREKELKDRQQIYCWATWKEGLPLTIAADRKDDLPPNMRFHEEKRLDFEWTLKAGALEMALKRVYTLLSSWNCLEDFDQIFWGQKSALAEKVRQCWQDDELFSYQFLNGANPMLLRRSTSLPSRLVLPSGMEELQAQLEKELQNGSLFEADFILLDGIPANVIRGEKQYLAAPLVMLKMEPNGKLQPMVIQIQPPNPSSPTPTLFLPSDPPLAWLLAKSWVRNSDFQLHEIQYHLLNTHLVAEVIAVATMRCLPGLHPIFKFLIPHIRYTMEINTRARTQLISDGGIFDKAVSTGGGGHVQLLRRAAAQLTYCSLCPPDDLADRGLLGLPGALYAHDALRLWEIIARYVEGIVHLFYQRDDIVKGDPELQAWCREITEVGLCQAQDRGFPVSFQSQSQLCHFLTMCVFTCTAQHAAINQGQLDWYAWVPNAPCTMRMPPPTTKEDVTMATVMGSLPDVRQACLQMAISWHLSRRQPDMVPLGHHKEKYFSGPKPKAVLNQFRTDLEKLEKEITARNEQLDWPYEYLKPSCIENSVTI
#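 Hydroperoxide product was detected by ferrous iron/xylenol orange as the 573 to 405 nm absorbance ratio. Arachidonic acid at 40 uM (final) was turned over for 30 min at room temperature by 150 nM human 12hLO, pH 7.0 Hepes buffer, after 15 min compound preincubation.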
# D2 antag – antagonizes the human D2 dopamine receptor. inhibition, % at 10 µM. HEK293 TREx D2 cells, calcium flux, dopamine EC80. P14416. 340,000 tested, 2% active. AID 485344; in the data active = inhibition above about 30%; note: 0% is about no effect
#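 Tetracycline-induced HEK293 TREx cells expressing D2 receptor forced-coupled to calcium signalling, loaded with no-wash calcium dye. Compounds added and calcium flux read 180 s, then dopamine added at EC80 and read a further 180 s.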
# Active calls of the source: *; i = inactive; ? = inconclusive; / = not tested or not shown; & = joins results of further samples; [ ] = dose if it differs, or a comment. Unless noted, calls come from the whole dose curve; as a rule, active = well fitted curve in the direction sought with a large enough effect; inconclusive = small, poorly fitted or top-dose-only effect, or another doubt; inactive = no such curve, though single readings can be large; an effect the other way counts as inactive or inconclusive. A portion of the library; count on the stated rates, not on these rows.
SMILES	12-LOX inh	Vif-APOBEC3F blk	GRP78 ERSR act	D2 agonist	RGS4 inhibitor	D2 antag	ERG-DNA inh	LDHA block	Vif-APOBEC3G blk
Cc1ccccc1OCC(=O)OCC(=O)c1ccc(-c2ccccc2)cc1	-3%	5%	-3%	0.7	24%	7	-4%	-8	1%
C/C(=N\Nc1cccc2cccnc12)c1ccc[nH]1	?	-30%	1%	/	0%	/	-2%	-3	-15%
COc1ccc(N2C(=O)CC(NC34CC5CC(CC(C5)C3)C4)C2=O)c(OC)c1 (configuration not stated)	6%	5%	-6%	0.2	-21%	-11	-3%	-3	0%
COc1ccccc1NS(=O)(=O)c1cccc(-n2c(O)c(C=Nc3ccccc3C(=O)O)c3ccccc3c2=O)c1	?	6%	2%	0.2	-27%	17	0%	-8	1%
COCCN1C(=O)/C(=C/c2ccc(N3CCCC3)cc2)SC1=S	?	?	-1%	41*	6%	9	?	-14	?
COc1ccc(CCN2CC(C(=O)NCc3ccco3)CC2=O)cc1OC (configuration not stated)	0%	0%	-2%	0.6	8%	-9	14%	-3	1%
Cc1cc(-c2nnc(CCC(=O)N(CC3CC3)CC3CCCO3)o2)no1 (configuration not stated)	-10%	-3%	2%	0.1	-3%	-10	-2%	-5	2%
C=CCNC(=O)Cc1c(OC)ccc2cc(Br)ccc12	22%	13%	-5%	-0.4	19%	-6	0%	-6	2%
O=C(O)/C=C\C(=O)NCc1ccccc1	0%	-3%	-6%	/	4%[56.9 µM]	/	0%	-1	-7%
CCCn1cc(CN2CCCC(CNC(=O)c3ccc(F)cc3)C2)c(C)n1 (configuration not stated)	6%	-1%	-2%	-0.8	10%	6	-12%	-8	4%
O=C(COc1ccccc1C(=O)NCc1ccncc1)Nc1ccc(Br)cc1	32%[activator]	-4%	7%	0.6	?	24	0%	-5	-5%
CC(=O)Nc1ccc(NC(=O)c2ccccc2Nc2ccccc2)cc1	-8%	0%	-3%	-1.0	-21%	-5	19%	-1	-3%
Cc1ccc(N2C3=C(C(=O)CC(C)(C)C3)C(c3cn(C)nc3C)C3=C2CC(C)(C)CC3=O)cc1	-19%	?	-5%	/	-46%[11.4 µM]	/	?	2	-17%
NC(=O)[C@@H]1CCCNc2c(F)cc([N+](=O)[O-])cc2C(=O)N[C@@H](CO)C(=O)NCC(=O)N1	-24%	9%	-3%	-0.2	6%	4	0%	2	-4%
CCn1cc(C(=O)NC(=S)Nc2cccc(O)c2)cn1	?	1%	2%	-1.1	-31%	-6	-2%	1	-1%
COc1ccc(-c2sc3cc4c(cc3c2C#CC2(N)CCCCC2)OCO4)cc1	?	4%	-2%	0.9	-13%	-3	10%	0	-15%
COc1ccccc1C(=O)NNC(=O)c1ccc(F)cc1	-2%	5%	5%	1.3	18%	-5	12%	-20	4%
COc1ccc(NC(=O)C2CSC(C)(C)N2C=O)cc1 (configuration not stated)	-3%	-1%	-2%	0.4	-4%	-5	1%	-2	0%
COc1ccc(C(=O)NCc2nnc(SCC(=O)N3CCCCC3)o2)cc1OC	-26%	-5%	-2%	0.6	5%	-4	-12%	-2	1%
O=C1CCCCC1C(=O)c1ccccc1 (configuration not stated)	0%	8%	-6%	-0.1	23%	-4	2%	1	0%
O=C1CC(c2ccc(O)c(O)c2)Oc2c1ccc(O)c2O (configuration not stated)	35µM*	5%	10%	-0.9	-18%	0	7%	12	-2%
Cc1ccc(C)c(NC(=O)CN(C)C(=O)c2oc3c(Cl)cccc3c2C)c1	-23%	-9%	-2%	-0.1	-12%	12	10%	-7	-3%
Cc1cccc(NC(=O)c2cc(NC(=O)c3ccccc3)ccc2N2CCCCC2)c1	-51%	-6%	-3%	-1.0	-14%	-6	-1%	-10	-4%
O=C(Cc1ccc(Cl)cc1)NN1C(=O)c2ccccc2C1=O	0%	0%	-3%	0.0	-6%[11.4 µM]	6	-1%	-5	1%
COC(=O)C1=C(N)Oc2cc(C)n(Cc3ccncc3)c(=O)c2C1c1cccnc1 (configuration not stated)	56%[activator]	-1%	-1%	/	2%	/	-5%	1	0%
CCc1ccc(/C=N/NC(=O)c2nnn(-c3nonc3N)c2CN2CCOCC2)cc1	-8%	4%	-3%	0.2	-13%	5	-5%	-2	-2%
O=C(c1ccco1)N1CCN(C(=O)c2cnn3cccnc23)CC1	20%	4%	-6%	0.5	2%	7	/	-5	-1%
COc1ccc(-c2cnc3ccccc3n2)cc1NC(=O)CNC(=O)c1ccccc1	0%	-6%	0%	-0.6	0%	-12	-1%	-2	-4%
O=C(Nc1ccccn1)c1ccc(COc2ccccc2Cl)o1	?	-10%	4%	-0.3	5%	-33	-2%	-7	2%
COC(=O)C1=C(C)N(Cc2ccccc2)C(=NCCc2c[nH]c3ccccc23)N[C@H]1c1cccc(F)c1	?	3%	-10%	/	-10%	/	7%	2	-8%
CC(C)c1ccc(Nc2ccc(C(=O)O)cc2[N+](=O)[O-])cc1	-5%	0%	3%	/	3%	/	15%	-2	0%
CC1CCN(C(=O)CN2C(=O)C(C)(C)Oc3ccc(C(=O)NC4CCCC4)cc32)CC1	-12%	0%	-1%	/	?	/	-5%	-3	-1%
C=C(C)c1cccc(C(C)(C)NC(=O)Nc2cc(C)ccn2)c1	-2%	1%	-1%	0.3	14%	-11	7%	-3	2%
Cc1cc(C(F)F)n2nc(C(=O)Nc3sc4c(c3C(N)=O)CCC4)nc2n1	-16%	7%	-1%	0.7	-6%	-7	0%	1	-5%
CCOc1ccccc1CNC(=O)CCNC(=O)Cn1ccc2ccccc2c1=O	?	0%	-3%	-0.1	46%	10	9%	-11	-1%
COc1ccc(/C(C)=N/OCC(=O)N2CC3(C)CC2CC(C)(C)C3)cc1 (configuration not stated)	-23%	-18%	-1%	-0.8	-2%	-4	4%	3	1%
CCOC(=O)c1ccc(N2C(=O)CC(N3CCN(C(=O)c4ccco4)CC3)C2=O)cc1 (configuration not stated)	0%	-1%	0%	-0.3	-22%	5	7%	-4	5%
Cn1ccc(NC(=O)Nc2cccc(C(F)(F)F)c2)n1	10%	9%	2%	1.3	16%	10	-4%	-5	9%
O=C(CN(C(=O)c1ccccc1Cl)N1C(=O)C2C3C=CC(C3)C2C1=O)c1cccs1 (configuration not stated)	-4%	0%	-2%	-0.5	13%	4	8%	-2	5%
CCOc1ccc(Cn2c(CNS(=O)(=O)c3cccs3)nc3cccnc32)cc1	-12%	9%	-2%	-1.6	-20%	/	6%	-1	-6%
CCCc1nn2c(=O)cc(COC(=O)c3cccc(NC(=O)COc4ccc(F)cc4)c3)nc2s1	-11%	-4%	0%	/	-1%	/	10%	16	3%
COc1ccc(-c2ccoc2)cc1[C@H]1[C@H]2C=CC[C@@H](C)[C@@H]2C(=O)N1Cc1ccccc1	?	?	?	0.1	?	-11	-4%	0	-16%
CCN(CC(=O)NC1CCS(=O)(=O)C1)S(=O)(=O)c1cc(C)ccc1C (configuration not stated)	-20%	2%	0%	0.5	-13%	-8	-5%	-3	3%
CCN(C(=O)COC(=O)C1CCN(S(=O)(=O)c2ccc3c(c2)OCCO3)CC1)C1CCS(=O)(=O)C1 (configuration not stated)	11%	-16%	-3%	0.2	10%	-9	3%	-2	2%
COc1ccc(N2CCN(C(CNC(=O)C(=O)NCCc3ccccc3)c3cccnc3)CC2)cc1 (configuration not stated)	4%	0%	-1%	0.8	-6%	/	8%	-2	1%
Cc1cc(C(=O)CN2CCCC(C)C2)c(C)n1-c1ccc(F)cc1 (configuration not stated)	-13%	-5%	1%	-0.6	-6%	11	0%	-4	2%
CCCCOc1ccc(C)cc1CN(CCO)CCO	-16%	8%	-4%	0.4	17%	-11	/	0	0%
COc1ccc(OC)c(C2C(C(N)=O)=C(C)Nc3nc(-c4cccc(Cl)c4)nn32)c1 (configuration not stated)	?	-11%&-16%	0%&-1%	-0.5	-4%	-8	-3%&4%	-7&-8	4%&-9%
Cc1nc2nc[nH]n2c(=O)c1CC(=O)O	2%	1%	-5%	0.1	-12%	0	/	-1	1%
CCOc1ccc(S(=O)(=O)Nc2cccc(C(=O)NCCCn3ccnc3)c2)cc1	i	-4%	-3%	0.0	10%	-14	-14%	2	3%
CCOC(=O)CSc1nc2sc3c(c2c(=O)n1-c1ccc(C)cc1)CCN(C)C3	?	0%	-1%	3.0	15%	21	0%	1	-6%
CCN(CC)S(=O)(=O)c1ccc(S(=O)(=O)N2CCC(N3CCCCC3)CC2)cc1	-1%	-5%	-5%	1.8	22%	-17	1%	-3	0%
O=C(CCN1C(=O)c2ccccc2C1=O)Nc1ccncc1	2%	-2%	-3%	-0.2	-34%	10	-3%	-2	-4%

# Single records (already shown). Order of values: 12-LOX inh | Vif-APOBEC3F blk | GRP78 ERSR act | D2 agonist | RGS4 inhibitor | D2 antag | ERG-DNA inh | LDHA block | Vif-APOBEC3G blk
# `COc1ccc(N2CCN(C(CNC(=O)C(=O)NCCc3ccccc3)c3cccnc3)CC2)cc1` (configuration not stated) is entered as 4% | 0% | -1% | 0.8 | -6% | / | 8% | -2 | 1%
# `CCOC(=O)CSc1nc2sc3c(c2c(=O)n1-c1ccc(C)cc1)CCN(C)C3` is entered as ? | 0% | -1% | 3.0 | 15% | 21 | 0% | 1 | -6%
